SUMO1-SIM PPI = alters human SUMO1 binding to SIM partners; P63165; SUMO1 binding to a labelled peptide, TR-FRET, 1 h; inhibition, % at 20 µM; hit rate 0.33% among 360,000; AID 602429; in the data active = inhibition above about 37%
Target sequence (P63165 whole entry, looked up): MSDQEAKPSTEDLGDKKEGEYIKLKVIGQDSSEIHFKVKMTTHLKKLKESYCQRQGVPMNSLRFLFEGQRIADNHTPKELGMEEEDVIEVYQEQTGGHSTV
CSN inh = CSN deneddylation inhibition. inhibition, % at 12.5 µM. Purified CSN, SCF-Nedd8-OG deneddylation, fluorescence polarization. Q92905. hit rate 0.38% among 360,000;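 active = pattern-corrected inhibition above about 35%, with an unprinted fluorescence ratio check between 0.5 and 1.5, limit read from the data, passing the limit was not always enough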;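 note: 0% = enzyme with substrate and 100% = substrate without enzyme; some results filed as inactive read as strong as hits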
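test system = HEK293T-derived human Csn5 enzyme | amount = 0.24 nM Csn5 enzyme, final concentration | medium = Tris/NaCl/DTT buffer, pH 7.5 | schedule = 90 min reaction at room temperature | signal = FP | evaluation = inhibition of Csn5 cleavage, % | compound dosing = single dose of 12.5 µM compound with 0.25% DMSO | probe or stimulus = 10 nM SCFSkp2-Nedd8OG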
STEP inh = blocks human striatal-enriched tyrosine phosphatase; P54829; recombinant STEP, OMFP fluorogenic substrate, fluorescence; hit rate 0.25% among 360,000; inhibition, % at 20 µM;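 active = inhibition at 20 µM, scaled per plate between control wells, above about 37%, limit read from the data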;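 note: 0% = DMSO with enzyme and substrate and 100% = substrate only without enzyme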
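Assay system: isolated STEP enzyme. Buffer or medium: pH 6.0 Bis-Tris with DTT and Tween 20. Also added: fluorogenic phosphatase substrate OMFP at 25 µM final. Dosing: 20 µM, 1% DMSO. Timing: 20 min reaction, room temperature, in the dark. Measured by: fluorescence intensity, excitation 480 nm, emission 540 nm. Evaluation: normalized % inhibition.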
Tb MetRS inh = blocks T. brucei methionyl-tRNA synthetase activity; purified T. brucei MetRS, ATP depletion, Kinase-Glo luminescence; inhibition, % at 11.9 µM; hit rate 0.4% among 360,000;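 active = inhibition above a per-plate cutoff of the control wells' mean inhibition plus 3 SD, cut at about 5.5% in these data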;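 note: 0% = DMSO wells median and 100% = median of wells with control inhibitor compound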
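Dosing: 11.9 µM single point; system: parasite MetRS enzyme; technique: luminescence of leftover ATP; times: 15 min enzyme-compound preincubation, 2 h reaction, 10 min detection, 25 °C; replicates: each compound tested once; read-out basis: percent inhibition relative to median high and low control wells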
PABP1 MLLE inh = inhibitors of microRNA-mediated deadenylation, human PABP1 MLLE binding; inhibition, % at 20 µM; P11940; hit rate 0.36% among 360,000; GST-MLLE / FITC-PAM2 fluorescence polarization; in the data active = inhibition above about 35%, passing the limit was not always enough;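 note: plate controls were DMSO wells with GST-MLLE for no effect and wells lacking GST-MLLE protein for full effect; some results filed as inactive read as strong as hits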
Target sequence (P11940 whole entry, looked up): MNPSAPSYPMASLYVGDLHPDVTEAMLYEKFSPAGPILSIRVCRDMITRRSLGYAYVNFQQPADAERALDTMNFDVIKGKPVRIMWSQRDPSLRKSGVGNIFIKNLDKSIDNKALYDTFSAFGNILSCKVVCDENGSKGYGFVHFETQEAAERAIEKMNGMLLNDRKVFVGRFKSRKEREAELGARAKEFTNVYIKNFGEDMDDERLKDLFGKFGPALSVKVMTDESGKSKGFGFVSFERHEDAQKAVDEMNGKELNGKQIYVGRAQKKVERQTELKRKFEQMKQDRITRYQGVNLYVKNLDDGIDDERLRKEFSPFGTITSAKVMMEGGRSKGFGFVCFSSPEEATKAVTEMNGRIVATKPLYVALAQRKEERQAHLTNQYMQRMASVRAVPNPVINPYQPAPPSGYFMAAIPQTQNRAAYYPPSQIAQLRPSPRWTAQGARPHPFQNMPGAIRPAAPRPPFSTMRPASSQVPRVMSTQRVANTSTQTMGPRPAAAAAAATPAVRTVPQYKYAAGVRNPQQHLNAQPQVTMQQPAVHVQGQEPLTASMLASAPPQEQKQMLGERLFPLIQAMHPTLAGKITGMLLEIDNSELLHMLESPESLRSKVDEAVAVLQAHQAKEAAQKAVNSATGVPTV
Scp-1 inhibitor = inhibitors of human Scp-1 phosphatase. AID 493091. Q9GZU7. inhibition, % at 20 µM. hit rate 0.88% among 340,000. Recombinant Scp1, phosphopeptide, malachite green phosphate absorbance;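 active = inhibition above about 50% at 20 µM, limit read from the data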;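 note: plate controls were DMSO wells with enzyme for no effect and wells lacking enzyme for full effect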
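System: truncated SCP-1 phosphatase (76-261aa); medium: Tris acetate buffer pH 5.5 with MgCl2 and Tween-20; incubation: 45 min room-temperature reaction, 5 min colour, 30 min stabiliser; compound: single 20 µM dose, 1% DMSO; reagent: Phosphorylated 17-residue peptide substrate; read-out: % inhibition at 20 µM; technique: colorimetric free-phosphate detection, absorbance 630 nm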
LMPTP inh = LMPTP (human) inhibition; recombinant LMPTP-A, OMFP fluorogenic substrate, fluorescence intensity; P24666; AID 651560; hit rate 0.22% among 360,000; inhibition, % at 20 µM;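 active = compounds that cut the enzyme signal by at least half of the control window in the single-dose screen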;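 note: plate controls were DMSO wells with enzyme plus substrate for no effect and substrate without enzyme for full effect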
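Test system – LMPTP-A enzyme · Amount – LMPTP-A at 0.625 nM final in the reaction · Buffer or medium – Bis-Tris pH 6.0, DTT, detergent · Reagent – OMFP 400 µM · Doses – single 20 µM dose · Schedule – reaction 50 min, room temperature, dark · Detection – fluorescence intensity of OMFP turnover product · Evaluation – percent inhibition versus substrate-only and uninhibited controls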
Rpn11 block = inhibitors of human proteasome Rpn11; human 26S proteasome, Ub4-pepOG fluorescence polarization; 20S core pre-blocked with epoxomicin; hit rate 0.59% among 360,000; O00487; calls only at 20 µM;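 active = inhibition at 20 µM, scaled to each plate's controls, above about 33%, limit read from the data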
Target sequence (O00487 whole entry, looked up): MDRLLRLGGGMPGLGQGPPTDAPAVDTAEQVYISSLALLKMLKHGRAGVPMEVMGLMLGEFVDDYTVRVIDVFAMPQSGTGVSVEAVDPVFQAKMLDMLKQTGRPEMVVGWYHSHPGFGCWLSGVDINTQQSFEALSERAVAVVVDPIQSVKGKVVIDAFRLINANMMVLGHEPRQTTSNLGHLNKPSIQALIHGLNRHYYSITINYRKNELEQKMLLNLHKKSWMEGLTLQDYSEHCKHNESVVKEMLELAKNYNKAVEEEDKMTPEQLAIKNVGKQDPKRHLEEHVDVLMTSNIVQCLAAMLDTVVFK
NadD inh = blocks S. aureus nicotinate mononucleotide adenylyltransferase | purified NadD enzyme, colorimetric absorbance read-out | inhibition, % at 20 µM | hit rate 0.78% among 360,000 | AID 602399; in the data active = inhibition above about 26%; note: some compounds past the cut are filed as inactive
DNMT1 inh = DNMT1 (human) enzyme inhibition. hit rate 0.83% among 360,000. AID 588458. inhibition (reported as % activation of signal), % at 10 µM. DNMT1 molecular beacon, Hinp1I cleavage, fluorescence. P26358; in the data active = inhibition above about 50%
An asterisk follows results filed as active; i = inactive; · = no result given.

SMILES	SUMO1-SIM PPI	CSN inh	STEP inh	Tb MetRS inh	PABP1 MLLE inh	Scp-1 inhibitor	LMPTP inh	Rpn11 block	NadD inh	DNMT1 inh
CC1CC(C)CN(c2ccc(S(=O)(=O)N3CCOCC3)cc2)C1 (stereo not drawn)	3	-1	2	-0.3	0	-2	1.0	i	-3	1
Cc1ccc2c(C)c(C(=O)N(C)Cc3ccncn3)oc2c1C	1	-3	-3	-0.4	-4	-5	-1.0	i	-1	0
CCCCN(C(=O)C1CC1)C1CCS(=O)(=O)C1 (stereo not drawn)	-2	-7	-2	0.0	13	-3	-1.1	i	0	3
CCCc1cc(=O)oc2c(C)c(OCC(=O)N3CCC(C(=O)O)CC3)ccc12	4	2	-1	-1.9	-1	4	-1.0	i	-3	0
CC(=O)Nc1ccc(-c2cc(-c3ccccc3)nc(-c3ccccc3)n2)cc1	-6	-1	-1	-0.8	6	-9	1.9	i	0	6
O=C(COC(=O)CN1C(=O)COc2ccccc21)NC1CCCCC1	3	0	1	-0.2	2	-3	0.4	i	-1	-3
O=C(Nc1ccc2c(c1)OCO2)C1CC(c2ccccc2Cl)=NO1 (stereo not drawn)	1	-1	2	0.5	-4	-11	1.5	i	-7	10
CC(Oc1ccccc1)C(=O)N1CCCc2ccccc21 (stereo not drawn)	-6	-3	1	-0.7	0	-7	-0.8	i	0	-2
C=CCOC(=O)COc1ccc2c(C)c(C)c(=O)oc2c1	-6	0	1	-1.3	5	-5	-0.8	i	-5	1
CCOC(=O)Cc1nnc(NC(=O)c2ncn[nH]2)s1	0	-4	-9	-0.6	13	-9	-2.3	i	1	4
Cc1ccc(N2NC(=O)/C(=C\c3cc4c(cc3[N+](=O)[O-])OCO4)C2=O)cc1C	8	0	4	-0.4	8	0	1.2	i	1	-13
CN(C(=O)CCc1nnc(CCCCc2ccccc2)o1)C1CC(C)(C)NC(C)(C)C1	-2	4	0	0.0	-12	-4	-0.2	i	-4	0
CCCC(CCC)c1nnc(NC(=O)c2ccco2)s1	2	3	-1	-0.1	-13	-3	0.3	i	6	0
CC(C)(C)c1ccc(NC(=O)c2cc(C3CCCN(S(=O)(=O)c4cccc5cccnc45)C3)on2)cc1 (stereo not drawn)	-5	-5	1	-0.3	8	·	0.8	i	20	-4
CCc1c(O)nc(SCC(N)=O)n(-c2ccccc2F)c1=O	1	4	-5	-0.8	21	2	-3.5	i	-5	2
N#CCCn1cc(C(=O)CN2C(=O)NC3(CCCCCC3)C2=O)c2ccccc21	6	3	1	0.0	-32	2	-0.7	i	-3	4
CCOC(=O)C(C)Sc1nnc(NC(=O)c2cccc([N+](=O)[O-])c2C)s1 (stereo not drawn)	5	-1	-4	-0.8	3	0	-0.9	i	-3	1
Cc1ccc(-n2c(C)nnc2SC(C)C(=O)N2CCCC2)cc1 (stereo not drawn)	1	-1	0	-0.6	-16	-6	0.3	i	-3	0
Cc1c(C)[n+](=O)c2c(n1[O-])CCCCC2	-8	0	-4	-0.3	-1	-6	-0.4	i	9	-2
COc1ccccc1-n1cnc2cc(NC(C)=O)ccc21	-1	1	-1	-0.4	2	-5	-2.0	i	-4	2
COc1ccccc1CNC(=O)COC(=O)c1cc2ccccc2o1	-2	2	-1	0.0	-10	-10	0.0	i	-3	-1
CC(C)CC(NC(=O)C(NC(=O)C1CCC(=O)N1C(=O)OCc1ccccc1)C(C)C)C(=O)N1CCCC1C(N)=O (stereo not drawn)	-3	-3	1	-0.9	1	-3	-2.7	i	-1	2
COC(=O)C1=NN(c2ccccc2OC)C2C(=O)N(c3ccccc3OC)C(=O)C12 (stereo not drawn)	-5	-1	0	-1.8	2	6	-1.1	i	1	2
COc1ccc(C)cc1NC(=O)ON=C1CCCCC1	3	-4	5	-1.1	-3	·	-1.3	i	-2	-3
COc1cccc(-c2cnc3c(NC(C)=O)cc(-c4cccc(C(=O)N(C)C)c4)cn23)c1	-15	-1	1	-0.2	-4	·	1.7	i	-1	0
SMILES	SUMO1-SIM PPI	CSN inh	STEP inh	Tb MetRS inh	PABP1 MLLE inh	Scp-1 inhibitor	LMPTP inh	Rpn11 block	NadD inh	DNMT1 inh
Nc1[nH]c(C(=O)c2ccccc2)c(-c2cccnc2)c1C(=O)NC1CCCCC1	-12	-1	·	-0.8	·	·	-1.5	·	2	·
Cc1c(N=Cc2cc3c(cc2[N+](=O)[O-])OCO3)cccc1[N+](=O)[O-]	-23	5	5	0.2	24	-11	9.0	i	2	-16
CC(C)n1c(O)c(N=NC(=O)C2COc3ccccc3O2)c2ccccc21 (stereo not drawn)	-20	0	3	-0.5	15	-1	3.3	i	-3	-5
Cc1ccc(Cl)c(OCC(=O)Nc2ccc3c(c2)OCCO3)c1	-1	-6	-3	0.3	-8	-8	1.5	i	-10	0
O=C(CN1C(=O)NC2(CCCC2)C1=O)NCc1cccc(Cl)c1	1	0	1	0.1	-35	-2	0.8	i	2	1
CCOC(=O)N1CCN(C(=O)c2cn(CC)c3ccc(S(=O)(=O)N4CCCCC4)cc3c2=O)CC1	1	-2	7	0.1	2	-6	-0.1	i	0	5
CSc1cccc(N=C2C(=O)Nc3ccccc32)c1	-26	-3	2	-0.7	3	-2	-0.3	i	3	-2
C[C@@H]1CN([C@@H](C)CO)C(=O)CCCn2nncc2CO[C@H]1CN(C)C(=O)Nc1ccc(N2CCCCC2)cc1	3	4	0	-1.1	0	·	-2.6	i	2	3
CCc1ccc(C(=O)COC(=O)c2cccs2)cc1	1	2	1	0.2	9	-6	0.8	i	-6	-1
COc1ccc([C@H]2N[C@]3(CCCN(Cc4ccc(F)cc4)C3=O)[C@H]3C(=O)N(C)C(=O)[C@@H]23)cc1	2	5	-1	-1.5	-10	·	-2.0	i	3	7
CCCCN(C)C(=O)CCCc1c[nH]c2ccccc12	-2	-4	2	-1.9	-3	5	-0.8	i	-1	1
CCN(CC)C(=O)CSc1nc2cc3c(cc2c(=O)n1CCCC(=O)NCCc1ccc(OC)c(OC)c1)OCO3	2	-1	-5	-0.2	-5	-2	-1.0	i	-3	1
Cc1ccc2cc3c(NC(=O)c4ccco4)nn(CC(C)C)c3nc2c1	4	1	2	-0.7	-5	0	2.2	i	9	1
O=C(CC(C(=O)O)C1CCCO1)NCCc1ccc2c(c1)OCO2 (stereo not drawn)	1	-4	-2	-1.0	-1	3	-1.3	i	3	2
Cc1nc2scc(-c3cccs3)c2c(=O)o1	0	4	7	-0.2	4	-5	0.5	i	0	3
COc1ccc(CNC(=O)C2CCN(S(=O)(=O)c3ccc4c(c3)CC(C)N4C(C)=O)CC2)cc1 (stereo not drawn)	-1	-1	-2	0.3	8	-6	0.6	i	-5	0
C=C1SC(=Nc2ccccc2Cl)N(C(=O)c2sc3ccccc3c2Cl)C1(C)C	-5	2	2	-0.2	-2	4	2.2	i	4	-3
O=C(CCC(=O)Nc1ccccc1Cl)NNS(=O)(=O)c1ccc(Cl)cc1	-4	0	2	0.5	15	-5	-0.2	i	0	2
CCCOC(=O)/C(C)=N\NC(=O)c1ccco1	2	-1	0	0.1	2	-6	0.8	i	3	2
COc1ccc(N2C(=O)c3ccccc3NC2c2ccc(OC)c(Cn3cc([N+](=O)[O-])cn3)c2)cc1 (stereo not drawn)	-7	1	0	-0.5	-10	-8	1.7	i	6	-1
COc1ccc(CNC(=O)NC2CCCCC2)cc1	0	0	-2	-0.1	-2	-12	-0.6	i	0	0
O=C(O)/C=C\C(=O)Nc1ccc(Oc2ccc(Br)cc2)cc1	0	-2	0	0.1	5	-1	0.3	i	0	6
COc1ccc(C2=NCN(c3ccc(C)cc3)C(=S)N2)cc1	1	2	2	-0.4	-94	-1	-1.0	i	1	-2
CCOCCCn1c(=NC(=O)c2ccco2)c(C(=O)OCC)cc2c(=O)n3cccc(C)c3nc21	-27	1	1	2.8	3	-8	-1.2	i	8	1
CCOc1ccc(C(=O)NCC(=O)OC(C)C(=O)NCc2ccco2)cc1OCC (stereo not drawn)	-1	2	-1	-0.2	2	-4	-0.9	i	-3	-4
SMILES	SUMO1-SIM PPI	CSN inh	STEP inh	Tb MetRS inh	PABP1 MLLE inh	Scp-1 inhibitor	LMPTP inh	Rpn11 block	NadD inh	DNMT1 inh
C[C@H](CO)N1C[C@H](C)[C@@H](CN(C)CC2CCOCC2)Oc2ncc(Br)cc2C1=O	5	6	-3	-0.5	12	·	-1.3	i	2	10
Cc1ccc(C)c(-n2cc(CN3CCCN(C=O)CC3)c(-c3ccccc3)n2)c1	11	4	-1	-0.4	-2	9	0.1	i	-6	1
S=c1[nH]c(-c2ccccc2)cn1-c1ccccc1	-1	5	0	-1.0	17	-1	0.0	i	1	0
CC(C)N(c1ccccc1)c1ccc(NC(=O)[C@@H]2O[C@H](CO)[C@H](O)[C@H](O)[C@H]2O)cc1	-3	3	-1	0.1	8	·	-0.6	i	-4	-6
CCc1ccc(NC(=O)CC2S/C(=N/N=C3CCCCCC3)NC2=O)cc1 (stereo not drawn)	3	0	-2	-0.8	3	5	-0.4	i	11	0
O=C1CC(c2ccc(S(=O)(=O)NCc3ccncc3)cc2)CN1 (stereo not drawn)	2	-6	-2	-0.7	5	-8	-0.1	i	1	-3
CC(Cc1ccccc1)Nc1ncnc2c1ncn2C1OC(CO)C(O)C1O (stereo not drawn)	5	-4	-5	-0.2	-11	-20	-0.7	i	3	6
O=C(NCC(c1cccnc1)N1CCN(c2ccccc2F)CC1)C1CCCCC1 (stereo not drawn)	-4	-5	3	-0.2	-2	-3	-3.1	i	-1	-1

As a working copy, 3 of the compounds above:
SMILES	SUMO1-SIM PPI	CSN inh	STEP inh	Tb MetRS inh	PABP1 MLLE inh	Scp-1 inhibitor	LMPTP inh	Rpn11 block	NadD inh	DNMT1 inh
CC(C)n1c(O)c(N=NC(=O)C2COc3ccccc3O2)c2ccccc21 (stereo not drawn)	-20	0	3	-0.5	15	-1	3.3	i	-3	-5
Cc1ccc(Cl)c(OCC(=O)Nc2ccc3c(c2)OCCO3)c1	-1	-6	-3	0.3	-8	-8	1.5	i	-10	0
O=C(CN1C(=O)NC2(CCCC2)C1=O)NCc1cccc(Cl)c1	1	0	1	0.1	-35	-2	0.8	i	2	1

Assay outcomes from PubChem BioAssay.
